CBFb-RUNX1 inh = inhibitors of human CBF-beta and RUNX1 interaction | 230,000 tested, under 10 active | Potency, µM (series often up to 59.8 µM), for the others: top-dose activity, negative = inhibition, most hits filed as inhibitors | AID 1477 | AlphaScreen CBFb-His/RUNX1-biotin binding, biochemical; further: % of control where 0% means no effect
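Interaction loss through any mechanism counts as activity. Pre-formed complex of His-CBF-beta and biotin-RUNX1 (30 nM apiece) is incubated with compound 15 min, then with 50 ng nickel and 50 ng streptavidin beads for 90 min before AlphaScreen detection.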
NPSR antag = blocks cAMP signaling of the human neuropeptide S receptor; Potency, µM (highest dose often 38.3 µM), for inactives: top-dose activity change, negative = inhibition, actives largely listed as inhibitors; actives 1% (n = 220,000); CHO-NPSR cells, cAMP TR-FRET, antagonist mode; Q6W5P4; AID 1461; further: potency means the concentration at half of the fitted maximal effect; on the % scale 0 is the no-effect control and ±100 the full control effect; nearly all actives have a fitted effect of over 50% in size; many of its hits are not listed in these tables
Target sequence (Q6W5P4 whole entry, looked up): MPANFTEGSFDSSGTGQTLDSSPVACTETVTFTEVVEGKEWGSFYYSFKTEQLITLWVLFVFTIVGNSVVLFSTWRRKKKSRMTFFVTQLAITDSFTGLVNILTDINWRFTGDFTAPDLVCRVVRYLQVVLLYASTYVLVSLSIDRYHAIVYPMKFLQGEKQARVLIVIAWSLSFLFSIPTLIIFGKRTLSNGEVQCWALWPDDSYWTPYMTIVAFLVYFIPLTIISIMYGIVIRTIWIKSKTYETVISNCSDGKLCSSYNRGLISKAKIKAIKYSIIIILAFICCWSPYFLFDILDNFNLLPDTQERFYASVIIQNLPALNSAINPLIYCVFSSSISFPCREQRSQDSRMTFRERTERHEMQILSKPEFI
Tau fibril FP = blocks human tau fibril formation measured by polarization | K18 P301L tau heparin fibrillization, Alexa594 FP, 6 h | Potency, µM (titrated, usually from 57.7 µM), for the others: top-dose activity, negative = inhibition, most hits filed as inhibitors | actives 0.39% (n = 280,000); further: potency means the concentration at half of the fitted maximal effect; on the % scale 0 is the no-effect control and ±100 the full control effect; nearly all actives have a fitted effect of over 55% in size
Target sequence (P10636 561-689 P618L limits assumed): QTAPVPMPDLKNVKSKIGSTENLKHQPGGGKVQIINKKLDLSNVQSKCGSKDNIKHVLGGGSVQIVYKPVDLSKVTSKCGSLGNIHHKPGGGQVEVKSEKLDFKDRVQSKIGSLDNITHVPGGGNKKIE
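K18 P301L tau (15 uM unlabeled/0.24 uM Alexa 594-labeled, final) + compound + heparin 20 uM final; 100 mM NaOAc pH 7; 6 hr 37 C; ThT 30 uM final added, 1 hr RT; FP ex 555/em 632 nm.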
Tau fluor counter = counter-screen for tau fibril formation inhibitors | actives 0.93% (n = 280,000) | Potency, µM (titrated, usually from 57.7 µM), inactives show top-dose activity change, negative = decrease | tau K18 P301L Alexa594 fluorescence, heparin fibrillization; further: potency means the concentration at half of the fitted maximal effect; on the % scale 0 is the no-effect control and ±100 the full control effect; nearly all actives have a fitted effect of over 55% in size
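Human tau K18 P301L (15 uM unlabeled, 0.24 uM Alexa 594-labeled) in 100 mM sodium acetate pH 7 with 20 uM heparin, 6 hr at 37 C. ThT 30 uM added, 1 hr ambient; Alexa 594 FP and total fluorescence read at 555/632 nm.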
TexasRed fluor = counter-screen for TRb-SRC2 inhibitors: fluorescence interference; TRb/SRC2 Texas Red total fluorescence interference; Potency, µM (titrated, usually from 106 µM), inactives show at the highest dose fluorescence change, negative = quenching; actives 0.29% (n = 280,000); active means well fitted curve in either direction with a large enough effect; inconclusive means small, poorly fitted or top-dose-only effect; further: potency means the concentration at half of the fitted maximal effect; on the % scale 0 is the no-effect control and ±100 the full control effect
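Human TRb ligand-binding domain at 0.6 uM with 20 nM Texas Red SRC2 peptide in Tris buffer containing 1 uM T3 and 5% DMSO, incubated with compound 5 h at ambient temperature. Total fluorescence (555/632 nm) calculated as parallel + 2 × perpendicular.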
TRb SRC2 PPI = TRbeta-SRC2 interaction inhibition. Potency, µM (series often up to 106 µM), inactives show at the highest dose activity change, negative = inhibition, actives largely listed as inhibitors. actives 0.065% (n = 280,000). P10828. TRbeta-SRC2 peptide binding, fluorescence polarization; receptor liganded with 1 µM T3;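 further: potency means the concentration at half of the fitted maximal effect; plate controls were bound peptide for no effect and peptide without receptor for full effect; nearly all actives have a fitted effect of over 50% in size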
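A fluorescence polarization screen tested compounds at multiple concentrations against complex formation between 0.6 uM TRb ligand-binding domain and 20 nM Texas Red SRC2 peptide, with 1 uM T3 present; readout after 5 hr.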
Epigenetic reg = epigenetic control regulation, reporter derepression | murine LDR cells, GFP reporter derepression, 30 h | Potency, µM (series often up to 53.9 µM), for inactives: top-dose GFP activation, usual class: activators | actives 0.2% (n = 280,000) | AID 1865; further: potency means the concentration at half of the fitted maximal effect; % of control where 0% means no effect; nearly all actives have a fitted effect of over 60% in size
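Murine LDR cells carrying a silenced, genomically integrated CMV-driven GFP reporter were exposed to compound for 30 hours at 37 C. After PBS washes, GFP-positive cells (20–120 um objects) were counted by laser-scanning microplate cytometry.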
aGal spleen mod = inhibitors or activators of human alpha-galactosidase in spleen homogenate; P06280; human spleen homogenate, 4MU-alpha-Gal fluorescence, 40 min; Potency, µM (top dose mostly 80 µM), for the others: at the highest dose activity change, negative = inhibition, actives largely listed as inhibitors; actives 0.008% (n = 240,000);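 further: potency means the concentration at half of the fitted maximal effect; 0% = enzyme with vehicle and -100% = no enzyme basal signal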
Target sequence (P06280 32-429 limits assumed): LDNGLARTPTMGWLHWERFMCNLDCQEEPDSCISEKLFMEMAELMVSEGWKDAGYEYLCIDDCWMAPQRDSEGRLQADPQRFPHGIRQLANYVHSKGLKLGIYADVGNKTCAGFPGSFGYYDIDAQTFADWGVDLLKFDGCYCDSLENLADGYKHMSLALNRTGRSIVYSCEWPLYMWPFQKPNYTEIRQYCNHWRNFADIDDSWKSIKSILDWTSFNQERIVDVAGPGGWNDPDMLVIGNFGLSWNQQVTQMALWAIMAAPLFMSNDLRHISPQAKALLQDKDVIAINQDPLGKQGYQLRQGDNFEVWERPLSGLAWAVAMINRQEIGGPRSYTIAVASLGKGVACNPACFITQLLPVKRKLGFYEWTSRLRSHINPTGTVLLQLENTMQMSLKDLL
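Inhibition or activation of alpha-galactosidase in human spleen homogenate is scored by 4-MU fluorescence after 40 min at 37C, pH 5.0, with 1 mM substrate. AC50s come from concentration-response fitted to the Hill equation.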
The depositor's hits bear a star; ? = inconclusive; . = not tested or not shown; & = joins results of further samples; [ ] = another dose, or the depositor's remark. Unless noted, the call rests on the fitted dose curve; in most records, active means well fitted curve in the direction sought with a large enough effect; inconclusive means small, poorly fitted or top-dose-only effect, or another doubt; inactive means no such curve, though single readings can be large; an effect the other way counts as inactive or inconclusive.

smiles	CBFb-RUNX1 inh	NPSR antag	Tau fibril FP	Tau fluor counter	TexasRed fluor	TRb SRC2 PPI	Epigenetic reg	aGal spleen mod
O=C(COC(=O)CC(c1ccccc1)c1ccccc1)Nc1ccc(F)c(F)c1	-4%	?	?	?	-2%	7%	13%	-3%
CC(=O)NCCc1ccc(S(=O)(=O)Nc2cccnc2)cc1	5%	-4%[46.1 µM]	7%	3%	-3%	-4%	-1.1%	-6%
COCC(C)n1c(C)cc(C(=O)COC(=O)c2ccc(N3CCCC3=O)cc2)c1C (stereo not given)	-2%	-19%[46.1 µM]	-5%	-14%	-1%	-14%	-1.0%	-10%
Cc1ccc(-n2c(SCC(=O)N3Cc4ccccc4CC3C(=O)O)nnc2-c2cccnc2)c(C)c1 (stereo not given)	?	-25%[46.1 µM]	?	-2%	2%	5%	0.0%	3%
CCCNC(=O)NS(=O)(=O)c1ccc(Cl)cc1	?	?	-8%&-4%&1%	-6%&-6%&-6%	?	2%	2.1%	-7%
C/C(CCN1CCc2nc(-c3ccccc3)c(-c3ccccc3)cc2C1)=N\O[C@@H](C)c1cc(-c2c(C)cc(C)cc2C)no1	1%[13.1 µM]	-6%	-2%[11.6 µM]	-7%[11.6 µM]	0%[11.2 µM]	1%[11.2 µM]	0.0%[10.1 µM]	7%[17.5 µM]
Cc1ccc(/C=N/NC(=O)c2cc(-c3cccnc3)nc3ccccc23)cc1	-5%	2%	-13%	-21%	-1%	3%	-0.2%	9%
O=S(=O)(c1ccc(N2CCN(c3ccc(F)cc3)CC2)cc1)N1CCCC1	4%	-3%[46.1 µM]	?	-16%	-3%	5%	1.1%	-3%
Cn1nc(C(C)(C)C)cc1C(=O)Nc1nc2c(s1)C(=O)CC(C)(C)C2	5%	16%[46.1 µM]	0%	-11%	0%	-4%	0.7%	18%
CCn1c(COc2ccccc2C)nnc1SCC(=O)OC	4%	-2%[46.1 µM]	-2%	-1%	3%	2%	1.9%	9%
CCNC(=S)N(CCc1c(C)[nH]c2ccc(C)cc12)Cc1cc(OC)c(OC)c(OC)c1	10%[2.36 µM]	-17%	?	?	-3%	4%	-3.0%	2%
Cc1ccc(NC(=O)CN(C)Cc2ccc(F)cc2)c([N+](=O)[O-])c1	-13%	-15%[46.1 µM]	?	-20%	2%	-8%	0.0%	4%
O=C(COC(=O)c1cccc(C(=O)OCC(=O)NC2CC2)n1)NC1CC1	3%	14%	2%	1%	0%	-3%	1.1%	3%
COc1ccc(CC(=O)OCC(=O)Nc2cc(S(=O)(=O)N3CCOCC3)ccc2N2CCCC2)cc1	4%	0%	6%	2%	0%	-11%	0.2%	3%
O=C(O)C1CC(=O)N(CCc2ccccc2)C1 (stereo not given)	4%	10%[46.1 µM]	-4%	-5%	-7%	-3%	0.0%	1%
O=C(c1cn(-c2ccccc2)nc1-c1cccs1)N1CCOCC1	2%	-8%[46.1 µM]	-3%	-9%	-1%	-1%	0.0%	0%
O=C(COc1ccc(F)cc1)N1CCc2ccccc2C1	15%	3%	-11%	-8%	-2%	0%	-2.7%	-11%
Cc1sc2ncn(CC(=O)N(C)c3ccc(C(C)C)cc3)c(=O)c2c1S(=O)(=O)N1CCC(C)CC1	.	.	9%	-23%	-2%	8%	-1.1%	.
CC(NC(=O)Cc1ccc(NC(=O)N2CCCCc3ccccc32)cc1)c1ccccc1 (stereo not given)	.	.	0%	-2%	-1%	3%	2.3%	.
CC1=CCC(Cc2nc3ccccc3o2)C1(C)C (stereo not given)	9%	?	-2%	7%	-7%	-3%	-0.7%	-1%
CCC1CCCCN1C(=O)Cn1c(=O)n(CCCCCC(=O)NCc2ccccc2)c(=O)c2sccc21 (stereo not given)	.	.	-1%	-10%	-7%	10%	-0.9%	.
CCCCC(=O)Nc1ccc(C(=O)Nc2ccc3c(c2)OCO3)cc1	0%	-7%[46.1 µM]	11%	-10%	0%	-3%	0.0%	-3%
Cc1cc(C(=O)OCC(=O)N2CCOCC2)ccc1[N+](=O)[O-]	13%	17%	6%	-5%	-4%	-4%	-1.4%	-4%
COc1cc(/C=N/Nc2ccc(C(F)(F)F)cn2)ccc1O	-7%	-18%	10%	?	-2%	4%	-4.2%	-2%
CCCN1C(=O)c2[nH]nc(-c3cc(Cl)c(C)cc3O)c2C1c1ccc(O)c(OC)c1 (stereo not given)	-8%	?	-9%	?	1%	0%	0.1%	4%
CSCCC(N=CC1=C(O)CC(C)(C)CC1=O)C(=O)O (stereo not given)	5%	-5%[46.1 µM]	-4%	-4%	-5%	-2%	0.0%	3%
COC(=O)c1c(NC(=O)CSc2n[nH]c(N)n2)sc(C)c1C	0%	-9%[46.1 µM]	-6%	-10%	1%	-5%	-1.3%	3%
Cc1ccc(NC2=NCC(=O)N2Cc2ccccc2)c(C)c1	1%	-1%	4%	-3%	1%	-4%	-1.0%	-8%
O=[N+]([O-])c1ccccc1S(=O)(=O)NCc1cccnc1	2%	15%	8%	6%	-1%	-3%	5.1%	-3%
Cc1cccc(Cn2cccc2/C=C2/C(=N)N3C=CSC3=NC2=O)c1	?	-5%	4%	-24%	8%	14%	-1.1%	6%
COc1cc(C(=O)Nc2nc(C)c(Cc3ccc4c(c3)OCO4)s2)cc(OC)c1OC	0%	-21%	0%	-2%	-2%	8%	0.6%	-2%
O=c1c(Cc2ccc(Cl)cc2Cl)c(O)ccn1Cc1ccc(Cl)cc1	10%	?	-16%	?	-7%	-4%	-3.4%	4%
Cc1c2ccccc2nc2c(F)c(NC(C)C)c(F)c(F)c12	18%	-19%	7%	-15%	-10%	1%	?	5%
CSc1nnc2c(n1)OC(c1cn(C)c3ccccc13)N(C(C)=O)c1ccccc1-2 (stereo not given)	6%	-6%[46.1 µM]	-3%	-1%	-3%	-4%	0.0%	7%
Cc1ccc(-c2csc(NC(=O)c3cccs3)n2)cc1	6%	-24%[46.1 µM]	-14%	-22%	-3%	7%	-1.9%	-7%
Cc1ccc(-n2ncc(C(=O)Nc3ccc(C)c(F)c3)c2C2CCN(C(=O)OC(C)(C)C)CC2)cc1C	.	.	-11%	-10%	?	-7%	-1.3%	.
c1cc(-n2nnc3cnccc32)ccn1	7%	9%	1%	2%	4%	2%	2.2%	-1%
Cc1nc2ccccc2c2oc(C(=O)N3CCc4ccccc4C3)cc12	-4%	-22%[46.1 µM]	6%	-7%	-6%	-1%	-0.2%	13%
O=c1cc(-c2ccc(O)cc2)oc2cc(O)cc(O)c12	?	25µM*	?	?	?	?	11%	-1%
COc1cc(/C=C(\C#N)c2nc3ccccc3[nH]2)ccc1OC(=O)c1ccco1	-21%	-26%	?	?	-3%	-11%	9.0%	-2%

Just CBFb-RUNX1 inh, Tau fluor counter and TexasRed fluor (four entries from above):
compound	CBFb-RUNX1 inh	Tau fluor counter	TexasRed fluor
c1cc(-n2nnc3cnccc32)ccn1	7%	2%	4%
Cc1nc2ccccc2c2oc(C(=O)N3CCc4ccccc4C3)cc12	-4%	-7%	-6%
O=c1cc(-c2ccc(O)cc2)oc2cc(O)cc(O)c12	?	?	?
COc1cc(/C=C(\C#N)c2nc3ccccc3[nH]2)ccc1OC(=O)c1ccco1	-21%	?	-3%

More records follow:
smiles	CBFb-RUNX1 inh	NPSR antag	Tau fibril FP	Tau fluor counter	TexasRed fluor	TRb SRC2 PPI	Epigenetic reg	aGal spleen mod
CCc1ccc(/C=C2/C(=O)N(C)C(=S)N2CC(=O)OC)s1	-5%	-1%	1%	-5%	1%	-6%	6.4%	3%
O=S(=O)(c1cccc(Cl)c1)c1nnn2c1nc(NCc1ccc3c(c1)OCO3)c1sccc12	.	.	?	-20%	1%	-3%	2.7%	.
COc1ccc(C(C)=O)cc1CSCCC#N	-2%	-7%[46.1 µM]	3%	-7%	-1%	3%	-1.1%	4%
COC(=O)CCN(C(=O)c1cc([N+](=O)[O-])cc([N+](=O)[O-])c1)c1ccccn1	5%	18%	-3%	-3%	-1%	8%	0.9%	4%
Cc1cc2ncc(-c3ccccc3)nc2cc1C	?	.	-7%	-12%	-2%	-5%	1.1%	3%
Cn1nnnc1SCCCNCc1ccccc1OCc1ccccc1F	.	.	3%	-1%	-20%	-2%	-2.4%	.
O=C(CN1CCN(c2ccc(F)cc2)CC1)N1CCC(Cc2ccccc2)CC1	2%	-7%[46.1 µM]	10%	-20%	-10%	2%	-1.0%	-3%
c1c2c(cc3sc(N4CCOCC4)nc13)OCCO2	2%	-10%[46.1 µM]	-7%	-11%	-7%	-3%	0.0%	7%
O=C(NC(=S)Nn1cnnc1)c1ccccc1Cl	0%	7%	-8%	-4%	-2%	12%	1.3%	-7%
Cc1ccc(C(=O)Nc2ccc(C(=O)OCc3cc(=O)n4ccsc4n3)cc2)cc1	.	.	-1%	-6%	-2%	-3%	-0.3%	.
COC(C(=O)Nc1cccc([N+](=O)[O-])c1)c1ccccc1 (stereo not given)	6%	1%	7%	5%	-1%	-15%	-1.9%	5%
COc1ccc(COCCN2CCN(S(=O)(=O)c3ccc(C)cc3)CCC2=O)cc1	11%	3%	6%[81.3 µM]	-5%[81.3 µM]	-1%&-1%	2%&-8%	15%&-0.4%	-12%&7%
CC(=O)OCc1nc2sc3c(c2c(=O)[nH]1)CCCC3	0%	12%	-4%	-11%	-2%	7%	-2.2%	3%
CC(C)[C@@H](CC(=O)N[C@@H]1CCCC[C@H]1C(=O)N[C@H](CC(=O)N[C@@H](CCC(=O)O)CC(=O)O)Cc1ccccc1)NC(=O)C[C@H](CO)NC(=O)[C@@H]1CNCC[C@H]1N	15%	.	0%	-13%	0%	-3%	0.8%	1%

Source: PubChem BioAssay (National Center for Advancing Translational Sciences (NCATS))

Only part of the results is shown; rates above refer to the full screens.
